ERp5 inh – ERp5 (human) disulfide isomerase inhibition; Q15084; ERp5 insulin aggregation, absorbance 650 nm, 90 min; inhibition, % at 9.99 µM; 0.05% of 350,000 active;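 active = mean replicate inhibition above about 25%, with every replicate also reaching it, limit read from the data, passing the limit was not always enough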
Target sequence (Q15084 whole entry, looked up): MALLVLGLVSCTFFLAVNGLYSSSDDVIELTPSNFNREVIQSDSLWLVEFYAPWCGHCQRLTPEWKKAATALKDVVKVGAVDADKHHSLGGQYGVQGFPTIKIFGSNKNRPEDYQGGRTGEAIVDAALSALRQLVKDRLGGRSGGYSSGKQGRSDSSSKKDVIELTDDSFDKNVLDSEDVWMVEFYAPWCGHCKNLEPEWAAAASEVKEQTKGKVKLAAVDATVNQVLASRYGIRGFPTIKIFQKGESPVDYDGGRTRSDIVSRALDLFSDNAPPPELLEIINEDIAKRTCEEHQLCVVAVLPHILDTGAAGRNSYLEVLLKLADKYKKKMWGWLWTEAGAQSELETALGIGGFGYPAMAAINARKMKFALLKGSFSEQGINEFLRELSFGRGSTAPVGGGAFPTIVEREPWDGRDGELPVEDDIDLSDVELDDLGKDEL
Xi reactivation – X-chromosome reactivation activator | XiGFP mouse fibroblasts, % GFP-positive cells imaging, 3 d; cells co-treated with 5-aza-dC sensitizer; scaled so ellipticine positive control = 100% | activation, % at 7.58 µM | AID 743238 | 0.055% of 360,000 active;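 active = mean normalized replicate activation at least 10% and every replicate at or above 10%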;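 also: 0% = median of on-plate neutral control wells and 100% = ellipticine 6 µM median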
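Assay system: SV40-immortalized XiGFP fibroblast cells, line 68-5-11; buffer or medium: DMEM plus 5-aza-dC sensitizer; compound: one concentration, pinned; timing: compounds 3 days, fix/stain 15 min at room temperature; benchmarks: positive control ellipticine, 6 µM final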
ERAP1 HTS inh – ERAP1 (human) enzyme inhibition; recombinant ERAP1, Leu-AMC fluorescence, 60 min; inhibition, % at 10.7 µM; 0.15% of 340,000 active; AID 652197;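 active = mean replicate inhibition of at least 30%, or all replicates individually reaching that 30% level; inactive = mean below 30% and not every replicate reaching it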;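 also: 0% = neutral control wells and 100% = L-leucinethiol positive control wells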
S100A4 inh HTS – blocks human S100A4 binding to myosin IIA peptide; S100A4/TAMRA-MyoIIA peptide fluorescence polarization; 0.14% of 360,000 active; P26447; inhibition, % at 10.7 µM;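 active = mean inhibition of at least 70% across replicates, with every replicate also reaching that level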
Target sequence (P26447 whole entry, looked up): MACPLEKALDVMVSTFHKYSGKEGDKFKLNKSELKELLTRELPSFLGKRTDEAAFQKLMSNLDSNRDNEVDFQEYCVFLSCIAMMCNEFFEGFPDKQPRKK
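System – human S100A4 monomer protein, biochemical binding assay · Buffer or medium – Calcium-containing HEPES buffer, pH 7.2 · Timing – 5 min between mix addition and reading · Also added – TAMRA-labelled myosin IIA heavy-chain peptide probe, 5 nM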
E-sel inducer – E-selectin induction on HUVECs | P16581 | HUVEC E-selectin immunofluorescence imaging; normalized: neutral wells 0, TNF-alpha wells 100 | activation, % at 7.58 µM | 0.37% of 260,000 active | AID 686992;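 active = mean E-selectin-positive cell signal at least 10% of the positive control, reached in at least 60% of replicates, without over 20% cell loss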;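 also: in these data hits start at about 27%; measured in HUVEC primary endothelial cells; signal is the percent of cells scored E-selectin positive by PE staining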
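assay system = HUVEC, human umbilical vein endothelial cells | input = 3,000 HUVEC seeded per well | medium = EGM-2 growth medium on 0.1% gelatin-coated wells | dosing = one compound dose added by pin transfer | signal = immunofluorescence imaging | read-out basis = % PE-positive cells | control set = TNF-alpha, DMSO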
RAD52 anneal inh – blocks human RAD52 DNA annealing | inhibition, % at 18.7 µM | P43351 | recombinant RAD52 DNA annealing, FRET fluorescence | 0.46% of 360,000 active;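 active = every replicate showing at least 50% inhibition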
Target sequence (P43351 whole entry, looked up): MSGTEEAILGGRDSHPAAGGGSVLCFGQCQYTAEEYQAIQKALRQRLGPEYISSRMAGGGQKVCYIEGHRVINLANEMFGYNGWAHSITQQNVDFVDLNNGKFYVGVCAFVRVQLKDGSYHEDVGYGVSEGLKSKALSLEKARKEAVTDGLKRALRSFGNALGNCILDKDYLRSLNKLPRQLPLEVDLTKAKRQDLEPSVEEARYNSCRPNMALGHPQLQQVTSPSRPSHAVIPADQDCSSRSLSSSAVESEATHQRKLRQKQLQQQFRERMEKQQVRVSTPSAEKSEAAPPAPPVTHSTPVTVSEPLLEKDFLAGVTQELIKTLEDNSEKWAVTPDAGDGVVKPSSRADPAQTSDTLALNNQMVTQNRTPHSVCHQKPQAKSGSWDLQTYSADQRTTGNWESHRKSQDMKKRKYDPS
esBAF inh – inhibitors of esBAF chromatin remodeling in mouse ES cells; Bmi1-luciferase knock-in reporter, 24 h; 100% = twice the neutral-well signal; reporter increase, % at 12.5 µM; 2% of 350,000 active; AID 602393; in the data active = activation above about 40%;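 also: 0% = median of the plate's neutral control wells and 100% = double that signal; a rise in the Bmi1 reporter signal indicates esBAF inhibition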
RAD54 branch – RAD54 (human) branch migration inhibition. inhibition, % at 10.4 µM. 0.14% of 360,000 active. RAD54 Holliday junction branch migration, FAM/BHQ fluorescence;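 active = mean normalized replicate activity at least 40 and at least half of replicates scoring 40 or more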;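 also: 0% = median of neutral control wells and 100% = median of positive control wells; inhibitors cause a drop in the FAM fluorescence signal; in these data hits start at about 50%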
* = called active by the depositor; · = not tested or not shown.

1	Cc1sc(NC(=O)CN(C(=O)c2ccccc2F)C2CCCC2)c(C(N)=O)c1C
2	CCN1CCN(c2nc3c(c(=O)[nH]c(=O)n3C)n2CCCc2ccccc2)CC1
3	Cn1ccnc1C(=O)c1ccccc1Cl
4	COc1cc(OC)c(C(=O)OC(C)C(=O)Nc2cc(C(F)(F)F)ccc2Cl)cc1OC (configuration not stated)
5	CCOC(=O)c1sc(=S)n(-c2ccccc2)c1N(C(C)=O)C(C)=O
6	O=C(Nc1ccc(Cl)cc1)Nc1nnc(SCc2ccc(Cl)cc2)s1
7	Cc1ccc(OCC(=O)Nn2c(C)nc3ccccc3c2=O)c(C(C)C)c1
8	COCCNC(=O)C[C@H]1C=C[C@H](NS(=O)(=O)c2ccc(C)cc2)[C@H](CO)O1
screen / no.	1	2	3	4	5	6	7	8
ERp5 inh	3	4	2	1	-4	2	3	1
Xi reactivation	0.1	0.0	-0.1	0.1	0.0	0.1	·	-0.3
ERAP1 HTS inh	2	9	-3	-7	-1	-4	-4	4
S100A4 inh HTS	-1	7	3	2	-43	2	3	0
E-sel inducer	·	·	0.4	0.2	4.2	0.2	·	0.0
RAD52 anneal inh	1	1	0	-8	2	-8	-12	11
esBAF inh	-8	-2	·	·	-5	·	-4	-3
RAD54 branch	-5	3	-12	0	12	·	1	1

9	Cc1ccc(NS(=O)(=O)c2cccc3cccnc23)c(Br)c1
10	O=C(NN=Cc1ccc(F)cc1)C1CC1
11	O=C(Nc1nc(-c2ccccn2)cs1)c1ccc(Cl)s1
12	Cc1ccccc1NC(=O)c1ccc(F)c(S(=O)(=O)NCC2CCCO2)c1 (configuration not stated)
13	O=C(N[C@H]1CC[C@H](CCNC(=O)C2CC2)O[C@@H]1CO)c1ccncc1
14	Cc1nn(-c2ccccc2)c(Cl)c1C(=O)OCC(=O)NCCc1ccccc1
15	COc1ccc(C)cc1S(=O)(=O)N1CCC(C(=O)NC2CCCC2)CC1
16	Cc1cc(NC(=O)CCN2CCC(C)CC2)ccc1Br
screen / no.	9	10	11	12	13	14	15	16
ERp5 inh	-1	-1	-1	-3	0	-4	2	3
Xi reactivation	0.0	0.3	-0.2	1.3	0.3	0.0	0.0	0.0
ERAP1 HTS inh	2	-4	·	-1	0	-2	-1	-2
S100A4 inh HTS	5	7	-7	3	-17	3	1	-1
E-sel inducer	0.0	-0.2	·	-0.1	-0.5	·	-0.8	·
RAD52 anneal inh	10	-11	-27	-12	-12	-7	-6	-16
esBAF inh	·	0	-13	1	3	-8	0	3
RAD54 branch	·	2	-3	·	-1	-2	8	5

Arranged by number of heavy atoms (highest first): some entries from above.
15	COc1ccc(C)cc1S(=O)(=O)N1CCC(C(=O)NC2CCCC2)CC1
13	O=C(N[C@H]1CC[C@H](CCNC(=O)C2CC2)O[C@@H]1CO)c1ccncc1
9	Cc1ccc(NS(=O)(=O)c2cccc3cccnc23)c(Br)c1
11	O=C(Nc1nc(-c2ccccn2)cs1)c1ccc(Cl)s1
10	O=C(NN=Cc1ccc(F)cc1)C1CC1
screen / no.	15	13	9	11	10
ERp5 inh	2	0	-1	-1	-1
Xi reactivation	0.0	0.3	0.0	-0.2	0.3
ERAP1 HTS inh	-1	0	2	·	-4
S100A4 inh HTS	1	-17	5	-7	7
E-sel inducer	-0.8	-0.5	0.0	·	-0.2
RAD52 anneal inh	-6	-12	10	-27	-11
esBAF inh	0	3	·	-13	0
RAD54 branch	8	-1	·	-3	2

The list continues:
17	O=C(Nc1ccncc1)C1CC(=O)N(Cc2ccccc2)C1 (configuration not stated)
18	CSc1ccccc1NC(=O)CN(C)C(=O)Cc1c[nH]c2ccccc12
19	C/C(=N/OC(=O)c1ccccc1Br)c1ccc(C)cc1
20	Cc1nn(CCCC(=O)NCc2ccccc2)c(C)c1[N+](=O)[O-]
21	Cc1cc2c(c(=O)o1)C(CCC1CCCCC1)C(C#N)=C(N)O2 (configuration not stated)
22	CN(Cc1ccccc1)C(=O)c1[nH]cnc1C(=O)Nc1ccon1
23	CC(=O)Nc1sc2c(c1C(c1ccccn1)N1CCCC1)CCCC2 (configuration not stated)
24	CC(/C=N/NC(=O)c1nn(C)c(C)c1Br)=C\c1ccccc1
screen / no.	17	18	19	20	21	22	23	24
ERp5 inh	-2	1	4	8	-17	-5	2	4
Xi reactivation	0.2	-0.1	0.0	0.1	0.1	0.4	0.1	0.0
ERAP1 HTS inh	0	3	0	0	-1	-3	-4	5
S100A4 inh HTS	-7	-4	-3	0	-18	-1	0	1
E-sel inducer	-0.1	6.1	3.8	·	·	0.3	2.2	·
RAD52 anneal inh	-9	-12	-13	-25	-173	-4	-22	-13
esBAF inh	1	2	64*	·	·	0	1	10
RAD54 branch	10	-9	0	·	-21	-3	-14	4

25	CN1CCN(C(=O)Nc2cccc3ccccc23)CC1
26	O=S(=O)([N-]c1nc2ccccc2nc1-[n+]1ccc(Cc2ccccc2)cc1)c1ccc(Br)s1
27	Cc1ccc(-c2nc(C(Cl)Cl)c3ccccc3n2)cc1
28	CCCN(CC(=O)Nc1ccccc1C)C(=O)CCCc1c[nH]c2ccccc12
29	CN(C(=O)c1cccc(NC(=O)Cc2cccc([N+](=O)[O-])c2)c1)C1CCCC1
30	COc1ccc(S(=O)(=O)n2c([N+](=O)[O-])cnc2C)c(C)c1C
31	O=C(CSc1nncn1-c1ccccc1)NC1CCCc2ccccc21 (configuration not stated)
32	O=S(=O)(Cc1ccccc1)C(CCCc1ccccc1)S(=O)(=O)Cc1ccccc1
screen / no.	25	26	27	28	29	30	31	32
ERp5 inh	2	-1	-1	-5	9	8	2	-1
Xi reactivation	·	0.3	-0.2	0.3	0.0	0.0	0.2	0.0
ERAP1 HTS inh	-1	1	1	1	·	-1	5	2
S100A4 inh HTS	-10	2	-3	-28	10	-2	-5	-3
E-sel inducer	·	-8.9	·	-0.4	-0.2	·	·	0.2
RAD52 anneal inh	-3	-40	-22	-7	-4	-17	-8	-5
esBAF inh	-3	·	·	1	-6	-5	·	-2
RAD54 branch	4	·	-3	-5	7	1	·	·

33	O=S(=O)(c1ccccc1)N1CCCCN2[C@H](CO)[C@H](c3ccc(C#CC4CCCC4)cc3)[C@H]2C1
34	COc1ccc(Cc2nc(-c3ccc(Br)cc3)no2)cc1
35	COc1cc(C(C2=C(O)CC(C)(C)CC2=O)C2C(=O)CC(C)(C)CC2=O)cc(OC)c1OC (configuration not stated)
36	Cc1cc(C(=O)Cn2ncc(Cl)c(Cl)c2=O)c(C)n1CC(F)(F)F
37	O=C(OCc1ccc([N+](=O)[O-])cc1)C1CC(=O)N(Cc2ccccc2)C1 (configuration not stated)
38	CSc1ccccc1C(=O)NCC(c1ccco1)N1CCCCC1 (configuration not stated)
39	S=C(NCC(c1cccnc1)N1CCOCC1)NC1CCCCC1 (configuration not stated)
40	CCCCN(C)C(=O)c1ccc(Nc2nc(C(N)CCc3ccccc3)cs2)nc1 (configuration not stated)
screen / no.	33	34	35	36	37	38	39	40
ERp5 inh	-2	-8	-7	-2	0	3	3	4
Xi reactivation	0.2	·	0.0	5.4	0.1	0.1	0.4	0.1
ERAP1 HTS inh	0	1	1	-1	-1	-4	-1	1
S100A4 inh HTS	-1	3	-7	-6	-2	-2	-4	-7
E-sel inducer	-0.3	·	0.1	3.2	0.1	·	·	1.0
RAD52 anneal inh	48	-15	-18	-41	1	-3	-6	-39
esBAF inh	1	26	·	·	0	·	-2	-12
RAD54 branch	-1	7	·	·	-7	·	-14	9

41	Cc1ccc(Nc2ncnc3c2cnn3C)cc1
42	O=S(=O)(c1ccc2ccccc2c1)N1CCN(C2Cc3ccccc3C2)CC1
43	COc1cc(C(=O)Nc2cc3c(cc2N2CCCCC2)n(C)c(=O)n3C)cc(OC)c1OC
44	C=CCC[C@H](CCCCC)OC(=O)/C=C/[C@@H](O)[C@H](O)C[C@H](O)CC=C
45	O=C(C[C@H]1C=C[C@@H](NC(=O)C2CC2)[C@@H](CO)O1)Nc1nccs1
46	COc1ccc(OC)c(NC(=O)CCC(=O)Nc2nnc(C(C)C)s2)c1
47	O=S(=O)(NCCO)c1ccc2c(c1)Cc1cc(S(=O)(=O)NCCO)ccc1-2
48	CCCCn1c(N)c(N(CCOC)C(=O)CSc2n[nH]c(-c3ccc(OC)cc3)n2)c(=O)[nH]c1=O
screen / no.	41	42	43	44	45	46	47	48
ERp5 inh	-8	0	4	-1	-6	0	1	-6
Xi reactivation	0.0	-0.1	0.1	0.1	0.3	0.1	0.2	-0.1
ERAP1 HTS inh	0	0	2	·	0	-2	2	1
S100A4 inh HTS	0	0	-1	-4	-2	-60	-7	2
E-sel inducer	·	0.4	·	-0.1	0.3	·	·	0.0
RAD52 anneal inh	-11	-11	-2	-4	3	4	-5	6
esBAF inh	6	·	-6	·	1	-2	-5	2
RAD54 branch	5	·	1	·	-7	0	-2	-4

49	Cc1noc(C)c1S(=O)(=O)Nc1ccc2c(c1)C(=O)N([C@H](C)CO)C[C@@H](C)[C@@H](CN(C)C(=O)Nc1ccc(F)cc1)OCCCC[C@@H](C)O2
50	O=S(=O)(c1ccc(F)cc1)N1CCN(CCc2ccccc2)CC1
51	O=C(COC(=O)C(Cc1ccccc1)NC(=O)c1cccs1)NCc1ccccc1 (configuration not stated)
52	C[C@H](CO)N1C[C@H](C)[C@H](CN(C)Cc2ccc(-c3ccccc3)cc2)Oc2ccc(NC(=O)Nc3ccccc3)cc2CC1=O
53	Cc1ccc(C)c(NC(=O)Cn2ccn(-c3ccc4c(c3)OCO4)c(=O)c2=O)c1
54	COC(=O)c1ccc(Cn2nc(-c3ccccc3)ccc2=O)cc1
55	C[C@H]1CCCCO[C@H](CN(C)Cc2ccc(C(F)(F)F)cc2)[C@@H](C)CN([C@@H](C)CO)C(=O)c2cc(NS(=O)(=O)c3cccs3)ccc2O1
56	Cc1ccccc1Cc1c(C)nc2c(C(=O)NCc3ccco3)cnn2c1C
screen / no.	49	50	51	52	53	54	55	56
ERp5 inh	-9	2	-2	-2	4	5	3	-1
Xi reactivation	0.0	1.0	-0.2	0.0	0.1	0.2	-0.6	·
ERAP1 HTS inh	3	-4	1	-2	2	-3	1	6
S100A4 inh HTS	2	6	-2	-11	46	-1	-5	-5
E-sel inducer	-0.2	·	·	0.7	-0.1	-0.1	-0.1	·
RAD52 anneal inh	8	-29	-6	-13	-4	-11	-29	-23
esBAF inh	3	-7	1	5	-4	1	-1	-2
RAD54 branch	3	2	-5	-4	1	2	-2	3

57	CCOc1cccc(C(=O)N2CCCN(C)CC2)c1
58	O=C1CN(Cc2ccc(F)cc2)C[C@@H]2[C@H](c3ccc(-c4ccccc4)cc3)[C@@H](CO)N12
59	CCCCC(=O)Nc1ccc(Cl)cc1F
60	CC(=O)Nc1ccc(NS(=O)(=O)c2ccc(Cl)c(C(=O)O)c2)cc1
61	CCN(CC)CCCN(Cc1cc2cc3c(cc2[nH]c1=O)OCO3)C(=S)Nc1ccc(OC)cc1
62	CCCCCC(=O)C(=O)c1ccc(O)cc1O
screen / no.	57	58	59	60	61	62
ERp5 inh	-3	3	-5	5	-5	0
Xi reactivation	0.0	0.0	0.1	·	0.1	0.0
ERAP1 HTS inh	2	4	-2	-10	2	-3
S100A4 inh HTS	1	1	-3	-1	4	1
E-sel inducer	0.1	-0.2	-1.0	·	·	·
RAD52 anneal inh	-8	-4	-9	-9	17	-9
esBAF inh	0	·	15	3	26	-5
RAD54 branch	-2	·	7	-5	22	2
